M1 antag – human M1 muscarinic receptor antagonists, primary screen, CHO-K1 cells, Fluo-8 calcium fluorescence, 1536-well. CHO-K1 hM1, ACh EC80 antagonist. inhibition, % at 3 µM. AID 588852, 2011. 1.3% of 360,000 active;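 active means percent inhibition above its own plate's cutoff, namely the mean of that plate's compound wells plus 3 SD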;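 further: peak over basal fluorescence ratio during 140 s after agonist addition; 0% = ACh EC80 plus DMSO and 100% = DMSO alone without agonist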
CHRM1 PAM – human M1 muscarinic receptor positive allosteric modulators, primary screen, CHO-K1 cells, Fluo-8 calcium fluorescence, 1536-well | Muscarinic acetylcholine receptor M1 (Homo sapiens), P11229 | CHO-K1 hM1, ACh EC20; 0% = ACh EC20, 100% = maximal ACh | activation, % at 3 µM | 0.088% of 360,000 active | AID 588819, 2011; in the data active means activation above about 19%, passing the limit was not always enough
M4 antag – human M4 muscarinic receptor antagonists, primary screen, CHO cells, Fluo-8 calcium fluorescence; Muscarinic acetylcholine receptor M4 (Homo sapiens), P08173; CHO-hM4 cells, ACh EC80; inhibition, % at 3 µM; 0.73% of 360,000 active;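 active means inhibition above its plate's cutoff, the mean inhibition of sample wells plus 3 SD, cut at about 27% in these data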;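 further: 0% = acetylcholine EC80 with DMSO and 100% = DMSO without agonist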
Target sequence (P08173 whole entry, looked up): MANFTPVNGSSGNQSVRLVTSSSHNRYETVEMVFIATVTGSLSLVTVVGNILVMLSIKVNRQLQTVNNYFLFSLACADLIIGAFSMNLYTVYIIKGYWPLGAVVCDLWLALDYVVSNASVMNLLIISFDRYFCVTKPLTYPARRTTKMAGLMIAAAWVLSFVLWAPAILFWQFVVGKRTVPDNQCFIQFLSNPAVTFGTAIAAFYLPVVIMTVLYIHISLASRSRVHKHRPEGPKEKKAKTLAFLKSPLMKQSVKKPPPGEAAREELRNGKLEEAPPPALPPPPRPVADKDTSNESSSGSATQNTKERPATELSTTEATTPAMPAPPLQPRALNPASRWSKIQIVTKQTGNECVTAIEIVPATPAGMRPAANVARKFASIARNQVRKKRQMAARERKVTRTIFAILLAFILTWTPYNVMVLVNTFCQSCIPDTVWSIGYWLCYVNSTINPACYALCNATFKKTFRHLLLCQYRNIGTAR
M5 antag – human M5 muscarinic receptor antagonists, primary screen, CHO cells, Fluo-8 calcium fluorescence | Muscarinic acetylcholine receptor M5 (Homo sapiens), P08912 | CHO-hM5 cells, ACh EC80 | inhibition, % at 3 µM | 0.59% of 360,000 active | AID 624040, 2012;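 active means inhibition above a per-plate cutoff, the mean of that plate's test compounds plus 3 SD, cut at about 27% in these data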;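 further: 0% = acetylcholine EC80 with DMSO and 100% = DMSO without agonist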
Target sequence (P08912 whole entry, looked up): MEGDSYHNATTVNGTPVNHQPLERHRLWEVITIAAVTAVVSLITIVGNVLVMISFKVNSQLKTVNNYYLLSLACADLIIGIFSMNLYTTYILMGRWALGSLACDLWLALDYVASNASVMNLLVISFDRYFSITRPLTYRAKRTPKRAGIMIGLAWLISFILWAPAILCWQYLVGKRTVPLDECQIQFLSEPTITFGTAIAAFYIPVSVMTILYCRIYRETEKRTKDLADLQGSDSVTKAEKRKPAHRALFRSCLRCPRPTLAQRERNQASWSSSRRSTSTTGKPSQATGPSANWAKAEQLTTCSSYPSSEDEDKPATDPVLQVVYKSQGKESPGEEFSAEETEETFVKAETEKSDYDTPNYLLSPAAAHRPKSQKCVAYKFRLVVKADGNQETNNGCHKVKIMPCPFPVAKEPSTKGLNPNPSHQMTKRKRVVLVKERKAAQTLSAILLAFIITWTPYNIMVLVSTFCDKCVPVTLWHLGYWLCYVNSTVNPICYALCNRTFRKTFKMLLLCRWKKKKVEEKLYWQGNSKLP
TAAR1 agonist – human TAAR1 agonists, primary screen, Fluo-8 calcium fluorescence, CHO RD-HGA16 cells. vehicle wells 0%, saturating PEA agonist 100%. Trace amine-associated receptor 1 (Homo sapiens), Q96RJ0. 0.99% of 360,000 active. activation, % at 3 µM;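 active means activation above the mean activation of all test compounds in the run plus 3 SD, cut at about 38% in these data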
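Test system: RD-HGA16 (CHO) cells co-expressing Gα16 and hTAAR1; dosing: one-point dosing at 3 µM (nominal); timing: 17-24 h seeding, 75 min 37 °C dye, 30 min RT; signal: kinetic Fluo-8 calcium fluorescence; read-out basis: % activation relative to PEA EC100 response; controls: DMSO and PEA EC100; replicates: n 1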
CHRM4 agonist – human M4 muscarinic receptor agonists, primary screen, CHO-K1 cells, Fluo-8 calcium fluorescence. Muscarinic acetylcholine receptor M4 (Homo sapiens), P08173. CHO-K1 hM4/Gqi5; vehicle 0%, full acetylcholine response 100%. activation, % at 3 µM. 0.14% of 360,000 active;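 active means activation above the run mean over all test wells plus 3 SD, cut at about 32% in these data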;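 further: peak over basal fluorescence ratio per well then scaled between controls; 0% = DMSO wells and 100% = acetylcholine at EC100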
CHRM5 PAM – human M5 muscarinic receptor positive allosteric modulators, primary screen, CHO-K1 cells, Fluo-8 calcium fluorescence; Muscarinic acetylcholine receptor M5 (Homo sapiens), P08912; CHO-K1 hM5, ACh EC20 PAM; 0% = ACh EC20, 100% = ACh EC100; activation, % at 3 µM; 0.3% of 360,000 active; AID 624038, 2012;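 active means activation above the run cutoff, the mean activation of all test compounds plus 3 SD, cut at about 18% in these data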
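Measured by: Fluo-8 calcium fluorescence; material: human M5 receptor in CHO-K1 cells; schedule: Post-acetylcholine fluorescence recording 140 s; benchmarks: low control EC20 acetylcholine (0%), high control EC100 acetylcholine (100%); read-out: Max/basal fluorescence ratio as % of EC20–EC100 ACh window; compound: single dose, 3 µM nominal final test concentration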
CHRM5 agonist – human M5 muscarinic receptor agonists, primary screen, CHO-K1 cells, Fluo-8 calcium fluorescence; Muscarinic acetylcholine receptor M5 (Homo sapiens), P08912; CHO-K1 hM5 cells; 0% DMSO wells, 100% maximal acetylcholine response; activation, % at 3 µM; 0.19% of 360,000 active;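 active means activation above the run's mean over test compounds plus 3 SD, cut at about 23% in these data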;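 further: signal is peak over basal fluorescence ratio across the kinetic read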
CHRM1 agonist – human M1 muscarinic receptor agonists, primary screen, Fluo-8 calcium fluorescence, CHO-K1 cells, HTS; 0.33% of 360,000 active; AID 588814, 2011; activation, % at 3 µM; CHO-K1 hM1, agonist mode; 0% DMSO, 100% acetylcholine EC100;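 active means activation above the run's mean compound activation plus 3 SD, cut at about 16% in these data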;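 further: peak over basal fluorescence ratio within a 140 s kinetic read after compound addition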
Numbers without * were called inactive; · = no result given. An excerpt, so the mix of outcomes need not match the whole.

SMILES	M1 antag	CHRM1 PAM	M4 antag	M5 antag	TAAR1 agonist	CHRM4 agonist	CHRM5 PAM	CHRM5 agonist	CHRM1 agonist
COc1ccc(NC(=O)c2cc3cc(OC)ccc3oc2=O)cc1	-15	11	13	9	2	0	3	0	1
N/C(=N\OC(=O)CCCc1ccccc1)c1ccccn1	-2	0	5	3	2	0	-5	1	-9
COc1ccc(CNC(=O)c2ccc3ccccc3n2)cc1	-14	12	3	8	4	2	-2	-1	-2
N=c1c2c(ncn1CCCO)Oc1ccc3ccccc3c1C2c1ccccc1 (stereo unspecified)	-11	10	5	-3	4	0	10	3	-4
COc1cccc(C(=O)NC2CCCc3ccccc32)c1 (stereo unspecified)	-16	6	0	7	0	0	-3	2	-7
O=C(Nc1cc(=O)[nH]c2ncnn12)c1ccc(Cl)cc1Cl	-13	13	7	0	11	0	-2	5	2
O=C(CNC(=O)c1ccc(Cl)cc1)c1ccc(Br)cc1	1	1	-2	-2	-2	0	-2	-6	-4
C/C(CCc1ccco1)=N\NC(=O)CNc1c(Br)cc(Br)cc1Br	-11	11	-6	-5	2	1	-5	-1	-3
COc1cc(OC)cc(-c2oc(=O)c3cc(OC)c(OC)cc3c2C#CCCCO)c1	14	-6	3	6	2	2	2	4	0
O=C1C2CCCN2C(c2ccccc2F)N1c1ccc(F)cc1 (stereo unspecified)	-3	2	-9	4	8	1	-1	-3	-4
Cc1cccc(-c2cccc(NC(=O)C3CCCN(C(=O)c4cccnc4)C3)c2)c1 (stereo unspecified)	-7	1	1	16	5	11	-6	-6	-4
CCn1cc(S(=O)(=O)Nc2ccc3c(c2)OCCO3)cn1	-4	0	5	7	8	1	-13	-5	-10
CCOc1cc(C2CC(=O)N3CN(C4CCCCC4)CSC3=C2C#N)ccc1O (stereo unspecified)	-11	6	-9	1	2	5	-6	4	-3
COc1cc2c(cc1OC)CN(C(=S)Nc1ccccc1)CC2	-2	6	1	4	3	1	1	-3	-4
COc1cccc(CN2C(=O)[C@H]3Cc4c([nH]c5ccccc45)C(C)(C)N3C2=O)c1	11	-2	10	15	17	22	-9	2	-5
Cc1ccc2c(c1)[C@@H]1CN(C)CC[C@@H]1N2S(=O)(=O)c1ccc([N+](=O)[O-])cc1	13	-5	10	0	14	11	-1	0	-7
O=S(=O)(NCCc1ccccn1)c1ccc(OC(F)(F)F)cc1	-10	8	5	4	1	2	1	-4	-2
CC(=O)c1sc(NC(=O)CSCc2c(C)noc2C)nc1-c1ccccc1	12	-5	4	5	1	2	-11	-2	-5
Cc1cn(CC(=O)N[C@H](C)c2cccc3ccccc23)c(=O)[nH]c1=O	11	-8	-5	-7	-1	1	1	-1	-4
Cc1c(Cl)cnc(NC(=O)CSc2nnc(C)n2Cc2ccccc2)c1Cl	-1	8	5	0	2	1	-4	2	-4
Cc1cccn2c(=O)c3cc(C(=O)N4CCCC(C)C4)sc3nc12 (stereo unspecified)	-4	3	3	16	3	1	-3	-1	-6
O=C(O)c1ccc(NC2CC(=O)N(Cc3ccccc3)C2=O)cc1 (stereo unspecified)	-7	8	1	4	3	1	7	-3	-1
Cc1ccc2nc(N/C(=N/S(=O)(=O)c3ccc(F)cc3F)c3ccccc3)sc2c1	-10	10	-4	-1	1	3	7	2	0
Cc1nn(Cc2ccccc2)c(C)c1NC(=O)CSc1n[nH]c(C)c1[N+](=O)[O-]	-16	5	-3	3	5	2	-5	-3	-6
COc1ccc(CNC(=O)C(C)NS(=O)(=O)c2ccc(C)cc2)cc1 (stereo unspecified)	-15	13	-1	4	19	1	6	2	-1
COc1ccc(N2CCN(C(c3cccs3)C(C)NC(=O)c3ccco3)CC2)cc1 (stereo unspecified)	5	-3	9	22	9	3	-12	0	-4
Nc1cccc(C(=O)c2ccccc2C(=O)O)c1	-6	1	-16	7	0	1	-1	3	-1
Cc1cccc(-c2noc(-c3ccno3)n2)c1	-5	3	-24	2	2	0	-7	1	-4
Cc1c(N=NC2=C(O)CC(C)(C)CC2=O)c(=O)n(-c2ccccc2)n1C	10	-5	0	6	1	1	1	-2	-3
CC(=O)c1ccc(N2CCC(C(=O)O)CC2)cc1	-3	6	3	10	7	1	-3	0	-4
Cc1ccc(SCc2ccc(C(=O)Nc3cccnc3)cc2)cc1	0	3	5	-5	1	1	1	-3	-6
COc1c(F)c(F)c(C(=O)Nc2ccc(N3CCN(Cc4ccccc4)CC3)cc2)c(F)c1F	47*	-33	23	17	6	19	-19	-2	-9
COc1cccc(CNC(=O)CSCC(=O)Nc2cc(C)on2)c1	-21	4	-1	12	1	1	1	4	-1
O=C(COc1ccc(Br)cc1)NNC(=O)c1cc(S(=O)(=O)N2CCOCC2)ccc1Cl	-13	14	1	-2	0	3	2	2	-2
N=C1C(c2ccccc2)=C(O)CN1c1cccc2ccccc12	-17	15	0	-10	2	3	8	7	0
O=C1NCCc2c1[nH]c1ccccc21	-12	8	2	0	-1	1	0	-5	-2
O=C1COc2ccc(S(=O)(=O)N3CCN(c4cccc(C(F)(F)F)c4)CC3)cc2N1	-2	4	-1	-3	-1	3	5	-3	-3
COc1ccc(CN(C(=O)CN2C(=O)NC3(CCC(C)CC3)C2=O)C(C)Cc2cccs2)cc1 (stereo unspecified)	3	-6	-1	10	2	8	-9	0	-4
Cc1cc(C)c2[nH]c(=O)c(CN(Cc3ccco3)C(=O)C3CCCO3)cc2c1 (stereo unspecified)	-12	3	-9	3	2	3	-2	1	-4
Cn1c(N)c(C(=O)COC(=O)COc2ccccc2C#N)c(=O)n(C)c1=O	-9	10	-6	6	6	3	5	5	0
C[C@@H]1CCCCO[C@H](CN(C)C(=O)Nc2ccc(C(F)(F)F)cc2)[C@@H](C)CN([C@H](C)CO)C(=O)c2cc(NC(=O)Nc3ccc4c(c3)OCO4)ccc2O1	-7	13	-18	-11	0	0	8	2	7
O=c1[nH][nH]c2c1[C@H](CCc1cccc(Cl)c1)O[C@H](C1CC1)C2	·	·	-3	-9	0	1	-1	4	·
Cc1ccccc1CN1C[C@@H]2C[C@@H](c3cn(C)nc3-c3ccccc3)N3CCC[C@@]23C1=O	-2	0	1	-1	-2	1	-6	-5	-14
COc1ccc(NC(=O)CSc2nccn2C)c([N+](=O)[O-])c1	-4	5	7	-5	-1	0	0	-5	-16
CC(=O)Nc1cncc(-c2ccccc2N(C)C)n1	-15	4	-3	-4	0	1	-2	-1	-3
CS(=O)(=O)N(CC(=O)NCCC1=CCCCC1)C1CCCCC1	-4	4	-7	-3	5	1	-4	-1	-1
CN(C)S(=O)(=O)c1cccc(NC(=S)N2CCc3ccccc32)c1	2	6	6	4	4	3	1	1	-1
Cc1nc(SCC(=O)N2CCCC2=O)c2c(C)c(C)sc2n1	-14	10	1	3	1	1	1	0	-3
CCSc1nc(-c2ccc(OC)cc2)ccc1C#N	-6	-2	-5	7	0	-1	-13	-13	-3
COc1ccc(CN(C)S(=O)(=O)c2nnc(NC(=O)c3ccc(C)cc3)s2)cc1OC	4	-5	4	-2	0	6	0	-2	2
Nc1nc(SCc2ccccc2)c2ncn(C3CCCO3)c2n1 (stereo unspecified)	-4	4	-5	5	1	4	12	1	-1
Cc1nc(COC(=O)c2cc(O)c3ccccc3c2O)cs1	-21	15	-5	1	1	0	8	-1	1
O=C(Cc1n[nH]c(=O)c2ccccc12)NCc1ccc(Cl)cc1	-18	2	-14	-10	0	1	5	3	-4
Cc1ccc(N2CCN(C(=O)c3nn(C)c4c3CS(=O)(=O)c3ccccc3-4)CC2C)cc1 (stereo unspecified)	7	-7	-6	4	7	17	-5	0	2
CCn1c(N2CCN(C(=S)Nc3ccc(OC)cc3)CC2)nc2ccccc21	0	4	0	-4	3	2	7	-3	-15
O=C(C1CCC(CNc2nc(=S)[nH]c3ccccc23)CC1)N1CCN(c2ccc(F)cc2)CC1 (stereo unspecified)	33*	-13	0	3	0	0	8	-7	-7
CCCCN(CCCNC(=O)C1CCN(S(=O)(=O)N2CCOCC2)CC1)Cc1ccccc1	-1	-3	3	4	2	0	2	-5	-5
CCCSc1nc2ccccc2n1CC(=O)O	-5	9	-19	-2	0	1	7	4	-3
Cc1cccc(N2N=C(C(=O)N3CC(=O)Nc4ccccc43)CCC2=O)c1	0	3	-9	5	10	1	5	-2	-1
O=C(NCc1cccc(Cl)c1)c1ccc2c(c1)OCCO2	-24	13	2	6	1	1	3	-5	-4

Continuation.
SMILES	M1 antag	CHRM1 PAM	M4 antag	M5 antag	TAAR1 agonist	CHRM4 agonist	CHRM5 PAM	CHRM5 agonist	CHRM1 agonist
COCC1CCCCN1C(=O)C1CCN(c2nc(-c3ccccc3)nc3c2CCC3)CC1 (stereo unspecified)	13	-10	2	-16	-1	5	0	-5	-4
COc1ccc2nc3ccccc3nc2c1N	-19	17	-2	0	0	3	7	4	5
CCC(=O)N1c2ccc(S(=O)(=O)N3CCN(c4ccccc4Cl)CC3)cc2CC1C (stereo unspecified)	6	-3	4	-8	3	6	-1	-3	-2
CCCn1c(SCC(=O)Nc2nnc(C)s2)nnc1C1CC1	-5	9	4	-12	3	1	1	-5	-1
O=C1OCCC1Sc1nc2ccccc2c(=O)n1-c1ccc(F)cc1 (stereo unspecified)	-7	5	7	13	-2	0	0	-4	-4
CCCC(=O)Nc1c(-c2ccc(C)cc2)c(=O)c2ccccc2n1C	-6	4	-4	9	2	1	-9	-2	-4
CC(=O)n1cc([C@H]2C=C(C(=O)N3CCN(Cc4ccccc4)CC3)O[C@@H](OCCCCO)C2)c2ccccc21	10	-2	7	13	·	11	-10	1	-5
Cc1ccc(OCC(=O)Nc2ccncc2)cc1	-4	9	-6	6	3	8	-7	8	4

5 compounds picked at random from the list so far, as already listed:
SMILES	M1 antag	CHRM1 PAM	M4 antag	M5 antag	TAAR1 agonist	CHRM4 agonist	CHRM5 PAM	CHRM5 agonist	CHRM1 agonist
CCCn1c(SCC(=O)Nc2nnc(C)s2)nnc1C1CC1	-5	9	4	-12	3	1	1	-5	-1
Cc1ccc(OCC(=O)Nc2ccncc2)cc1	-4	9	-6	6	3	8	-7	8	4
O=C1OCCC1Sc1nc2ccccc2c(=O)n1-c1ccc(F)cc1 (stereo unspecified)	-7	5	7	13	-2	0	0	-4	-4
COc1ccc2nc3ccccc3nc2c1N	-19	17	-2	0	0	3	7	4	5
CC(=O)n1cc([C@H]2C=C(C(=O)N3CCN(Cc4ccccc4)CC3)O[C@@H](OCCCCO)C2)c2ccccc21	10	-2	7	13	·	11	-10	1	-5

Compound activity from PubChem BioAssay.
